LYP phosphatase: inhibitors of LYP phosphatase, biochemical, fluorescence intensity, uHTS (AID 1779); recombinant LYP phosphatase, fluorescence intensity; higher % means a stronger effect; inhibition, % at 11.5 µM; hits with a dose series show IC50 in µM; 290,000 compounds, 0.054% hits; in the data active = inhibition above about 50%;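 note: plate controls were vehicle with enzyme for no effect and no enzyme for full effect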
SV40 large T antigen: SV40 large T antigen inhibitors, biochemical (AID 1903). SV40 large T antigen ATPase/helicase inhibition assay; higher % means a stronger effect. one-dose inhibition, % at 20 µM; IC50 in µM for titrated hits. 310,000 compounds, 0.39% hits; in the data active = a potency from the dose series; inconclusive = inhibition mostly from about 32% at the one dose, without a potency; inactive = the rest, 99 in 100 with inhibition below about 32%; note: strong numbers were not always called active
West Nile antiviral: West Nile virus antiviral activity, cell-based, CPE readout (AID 1621) | CPE inhibition, % at 10 µM, or IC50 in µM where a hit was titrated | 290,000 compounds, 0.02% hits | West Nile virus-infected cells, CPE inhibition; higher % means a stronger effect; in the data active = a potency from the dose series; inconclusive = CPE inhibition mostly from about 3.7% at the one dose, without a potency; inactive = the rest, 99 in 100 with CPE inhibition below about 2.2%; note: strong numbers were not always called active
CSM14.1 death rescue: protection against thapsigargin-triggered cell killing – 384-well, CSM14.1, ATP luminescence, primary screen (AID 1222); 190,000 tested, under 10 active; cellular ATP content (survival), % at 20 µM, or EC50 in µM where a hit was titrated; CSM14.1 thapsigargin-induced death rescue, ATP luminescence; higher % means a stronger effect;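 active = EC50 below 50 µM in the dose-response confirmation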;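 note: death triggered by thapsigargin at about 15 µM added after 2 h compound pretreatment; cell ATP read after overnight thapsigargin exposure of roughly 18 to 22 hours; normalized against plate controls of thapsigargin alone and 5% DMSO vehicle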
Salmonella PhoP GFP: inhibitors of PhoP regulon expression, primary screen, Salmonella Typhimurium, GFP reporter (AID 1863); S. Typhimurium PhoP-regulated promoter GFP reporter, 4 h; higher % means a stronger effect; inhibition, % at 50 µM; hits with a dose series show IC50 in µM; 300,000 compounds, 0.16% hits;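 active = inhibition over 29.93%, a cutoff 3 SD above the screen mean, later confirmed by dose response; inconclusive = inhibition over 29.93% but no dose response follow-up; inactive = inhibition at most 29.93% or unconfirmed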;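 note: 0% = low Mg2+ inducing control and 100% = high Mg2+ repressing control; strong numbers were not always called active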
Rac1 GTP hydrolysis: MgcRacGAP GTPase-activating activity inhibitors, confirmation, biochemical, ADP Hunter fluorescence | inhibition, % at 30 µM; hits with a dose series show IC50 in µM | 340,000 compounds, 0.6% hits | MgcRacGAP-stimulated Rac1 GTP hydrolysis, ADP Hunter fluorescence; higher % means a stronger effect; GST-tagged Rac1 F28L mutant substrate;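 active = first-screen hits whose inhibition reached a set limit at any dose in the follow-up dose series; inconclusive = inhibition above the set first-screen limit but never retested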;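 note: fluorescence reports GDP produced by GAP-driven GTP hydrolysis; strong numbers were not always called active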
RSV antiviral HEp-2: inhibition of RSV-induced cytopathic effect – HEp-2 cells, primary 10 µM value included (AID 2391) | 310,000 compounds, 0.13% hits | CPE inhibition, % at 10 µM, or IC50 in µM where a hit was titrated | HEp-2 cells, RSV-induced CPE inhibition; higher % means a stronger effect; in the data active = a potency from the dose series; inconclusive = CPE inhibition mostly from about 23% at the one dose, without a potency; inactive = the rest, 99 in 100 with CPE inhibition below about 21%; note: strong numbers were not always called active
GPR35 antagonists: inhibition of zaprinast-stimulated GPR35 beta-arrestin translocation – imaging, U2OS, beta-arrestin-GFP, zaprinast agonist, primary screen (AID 2058); one-dose inhibition, % at 10 µM; IC50 in µM for titrated hits; U2OS GPR35 beta-arrestin-GFP translocation imaging, zaprinast antagonism; higher % means a stronger effect; 290,000 compounds, 0.052% hits;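 active = inhibition of at least 50% with at least 30 cells and total cytoplasm GFP at most 10,000,000; inconclusive = under 30 cells or total GFP of 10,000,000 plus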
NS5 inhibitors: flavivirus cap methylation enzyme inhibition – biochemical, confirmation dose response, primary screen (AID 588689); Dengue-2 NS5 methyltransferase capping enzyme assay, biochemical; higher % means a stronger effect; one-dose inhibition, % at 25 µM; IC50 in µM for titrated hits; 340,000 compounds, 0.3% hits; in the data active = a potency from the dose series; inconclusive = inhibition above about 29% without an active follow-up result
* marks the source's active call; other numbers are inactive results; ? = inconclusive; · = not tested or not shown.

SMILES	LYP phosphatase	SV40 large T antigen	West Nile antiviral	CSM14.1 death rescue	Salmonella PhoP GFP	Rac1 GTP hydrolysis	RSV antiviral HEp-2	GPR35 antagonists	NS5 inhibitors
COc1ccccc1N(CC(O)Cn1ccnc1C)S(=O)(=O)c1ccc(C)cc1 (stereo not drawn)	-2%	20%	-0.7%	-1.2%	-8%	-2%	-1.5%	12%	4%
Cc1cc(C)cc(Oc2nc3ccccn3c(=O)c2/C=C(\C#N)C(=O)NC2CCS(=O)(=O)C2)c1 (stereo not drawn)	-6%	5%	-0.4%	·	-7%	·	1.2%	43%	·
O=C(COC(=O)c1ccc(S(=O)(=O)NCc2ccco2)cc1)Nc1ccccc1OC(F)F	-1%	-3%	0.1%	1.5%	8%	7%	0.6%	0%	-4%
Cc1occc1C(=O)NCCCc1ccccc1	-12%	17%	-0.1%	0.8%	9%	11%	1.4%	6%	-1%
O=C(CSc1nnc(-c2ccccc2)o1)N1CCc2ccccc2C1	0%	0%	-0.1%	·	8%	9%	7.2%	-3%	0%
COc1ccc(/C=C/C(=O)Nc2ccc(-n3nncc3-c3ccc(OC)c(OC)c3)cc2)cc1OC	1%	8%	0.3%	-1.6%	-3%	8%	0.5%	-17%	-7%
Cc1nc(Cl)c(C(=O)NC(=O)NCc2ccccc2)c(C)c1Cl	3%	-1%	-0.6%	-0.9%	1%	6%	0.6%	-6%	3%
O=C(C1CC1)N1CCc2cc(Br)cc(S(=O)(=O)NCCN3CCOCC3)c21	1%	11%	-0.2%	-1.1%	-5%	4%	0.3%	-8%	-10%
CCC(=O)Nc1ccc(C(=O)NNC(=O)COc2cc(C)ccc2C)cc1	-8%	1%	0.2%	-2.9%	-6%	4%	0.7%	-7%	2%
CC(C)c1ccc(/C=N/n2c(COc3ccccc3)n[nH]c2=S)cc1	-3%	8%	1.0%	·	1%	6%	?	-7%	-7%
COc1ccc(CCNC(=O)C/C(C)=N/NC(=O)C(c2ccccc2)c2ccccc2)cc1OC	-8%	13%	-0.5%	·	-2%	7%	1.7%	7%	5%
COc1ccccc1C(=O)Nc1ccc2c(C)cc(=O)oc2c1	-3%	6%	0.1%	·	-4%	7%	0.7%	-6%	-7%
O=C(CNCc1ccc(F)cc1)Nc1ccccc1-c1ccccc1	2%	11%	-1.1%	-3.0%	-8%	3%	-0.1%	1%	-5%
CN(C)/C=C/C(=O)c1ccn(S(=O)(=O)c2ccccc2)c1	-1%	3%	-0.3%	·	1%	7%	-0.8%	3%	-5%
CC(C)n1c(-c2ccco2)csc1=Nc1cccnc1	-4%	4%	0.1%	10%	-5%	11%	4.3%	2%	4%
CC1(C)Cc2cccc(C(=O)Nc3ccncc3)c2O1	-5%	12%	-0.4%	·	-10%	4%	8.8%	-6%	5%
O=C(CN1C2CCC1CC(NC(=O)Nc1ccccc1)C2)NCc1ccco1 (stereo not drawn)	-9%	26%	-0.9%	0.6%	0%	6%	0.4%	-10%	-2%
CNC(=O)c1nn(-c2ccc(C)cc2)ccc1=O	0%	0%	0.1%	0.0%	2%	11%	2.1%	-5%	1%
CCOc1ccc(N2CC(C(=O)OC)CC2=O)cc1 (stereo not drawn)	0%	2%	0.2%	-1.9%	5%	2%	2.7%	-6%	-6%
O=c1c2ccccc2c(-c2n[nH]c(=S)o2)nn1Cc1ccccc1	-1%	7%	1.3%	0.6%	1%	12%	3.5%	9%	12%
O=C(CCc1nc(-c2ccccc2)no1)NCc1ccco1	-11%	9%	0.4%	1.3%	0%	14%	2.0%	6%	2%
CCCCn1c(=O)n(C)c(=O)c2c(C(F)(F)F)cc(-c3ccncc3)nc21	-11%	2%	-0.6%	-3.4%	0%	10%	9.5%	-2%	2%
Cc1cc2c(c(=O)o1)C(C13C=CC(CC1)C3)C(C#N)=C(N)O2 (stereo not drawn)	1%	14%	-0.2%	·	-5%	7%	5.1%	10%	-21%
CC12CCC(C(=O)NCCCN3CCOCC3)(OC1=O)C2(C)C (stereo not drawn)	-3%	9%	-0.1%	0.2%	-4%	6%	0.8%	4%	-5%
CCCCC1=CC2=C(c3ccco3)C(=O)C(C)(OC(=O)c3ccc(OC)cc3)C(=O)C2=CN1c1ccccc1 (stereo not drawn)	4%	29%	-0.1%	·	-6%	7%	-0.7%	-11%	7%
COc1ccccc1Cc1nnc(NC(=O)C2CCN(C(=O)c3ccco3)CC2)s1	-11%	5%	-1.0%	·	8%	2%	1.2%	17%	5%
CC(C)CCC(=O)N1CCC(N2CCC(C(=O)NCc3ccccn3)CC2)CC1	-12%	13%	-0.3%	·	-9%	11%	2.4%	-3%	15%
c1nc(Nc2ccc(N3CCOCC3)cc2)c2ccsc2n1	2%	29%	0.3%	·	-1%	25%	0.6%	2%	-9%
COc1ccc(OC)c(/C=C2\S/C(=N/NC(=O)c3ccc4ccccc4c3)NC2=O)c1	-2%	15%	-0.4%	-2.0%	-29%	7%	0.5%	-1%	14%
COc1ccc(NC(=O)COC(=O)c2ccc(O)cc2)c([N+](=O)[O-])c1	-6%	10%	0.4%	-0.8%	4%	6%	-0.7%	-8%	-2%
COc1ccc(S(=O)(=O)NCCSCc2cccs2)cc1	-14%	-5%	-0.7%	-1.3%	15%	2%	13%	-4%	1%
CCOC(=O)CSc1nnc(CNc2ccc(Cl)cc2)n1Cc1ccccc1	-6%	14%	0.4%	-0.6%	0%	13%	1.0%	-6%	2%
Cc1ccccc1-c1n[nH]c(=S)n1/N=C/c1ccc(-c2ccccc2Br)o1	-3%	21%	?	-0.9%	1%	0%	·	-5%	5%
COc1ccccc1NC(=S)NCc1ccc2c(c1)cc(C)n2C	-2%	1%	-0.8%	-1.1%	2%	7%	-0.1%	-5%	9%
CCN(CC#CCC1(O)c2ccccc2-c2ccccc21)CCO	-6%	8%	0.0%	-1.3%	-8%	3%	-0.8%	-4%	1%
CCOC(=O)c1c(NC(=O)c2ccoc2C)sc(C)c1C	0%	-10%	-0.9%	-2.8%	5%	7%	-0.2%	-2%	0%
CC1CCCCC1NC(=O)C1CCN(C(=O)NC2CCCCC2)CC1 (stereo not drawn)	4%	24%	-0.6%	·	10%	2%	1.8%	2%	-12%
Cc1cc(-c2n[nH]c(=S)n2/N=C/C=C/c2ccco2)n[nH]1	-4%	32µM*	?	·	2%	?	0.6%	-2%	2%
COc1ccc(/C=C/C(=O)OC(C)C(=O)c2ccccc2)cc1OC (stereo not drawn)	·	17%	·	·	-3%	3%	0.6%	·	-8%
CCN1C(=O)C(O)(CC(=O)c2cccc(-n3cccc3)c2)c2ccccc21 (stereo not drawn)	-5%	6%	-0.1%	-0.6%	-8%	-1%	5.7%	2%	-3%
COc1ccc(Cl)cc1NC(=S)NCCSc1ccc(C)cc1	-1%	1%	-0.9%	-3.5%	9%	5%	6.4%	-1%	-9%
CCN(Cc1nc(-c2ccccc2)no1)C(=O)COc1cccc(OC)c1	1%	11%	-1.0%	·	-5%	1%	2.9%	1%	2%
O=C(/C=C/N1CCOCC1)c1coc2ccccc12	1%	-5%	·	-3.0%	8%	12%	0.7%	5%	-10%
COc1ccccc1N(CC(=O)NCCSCc1ccccc1Cl)S(C)(=O)=O	-3%	4%	-1.0%	·	13%	10%	15%	-18%	-2%
O=C(O)c1ccccc1CSc1nc2ccccc2s1	-12%	7%	-0.1%	·	0%	22%	1.8%	-4%	-4%
C/C(=N\NC(=O)c1cc(C(C)(C)C)[nH]n1)C12CC3CC(CC(C3)C1)C2	9%	-24%	-0.7%	-2.1%	19%	3%	2.7%	2%	-2%
COc1ccc(-c2nsc3c(SCc4ccccc4)ncnc23)cc1	-4%	10%	-0.5%	-2.8%	0%	12%	3.3%	-6%	-4%
Cc1ccc(C)n1-c1nccc(-c2ccco2)n1	-13%	13%	-0.4%	-1.4%	-1%	1%	-0.5%	2%	-6%

Pulled by compound from the entries so far (2):
SMILES	LYP phosphatase	SV40 large T antigen	West Nile antiviral	CSM14.1 death rescue	Salmonella PhoP GFP	Rac1 GTP hydrolysis	RSV antiviral HEp-2	GPR35 antagonists	NS5 inhibitors
COc1ccc(/C=C/C(=O)OC(C)C(=O)c2ccccc2)cc1OC (stereo not drawn)	·	17%	·	·	-3%	3%	0.6%	·	-8%
CCN(Cc1nc(-c2ccccc2)no1)C(=O)COc1cccc(OC)c1	1%	11%	-1.0%	·	-5%	1%	2.9%	1%	2%

(more compounds)
SMILES	LYP phosphatase	SV40 large T antigen	West Nile antiviral	CSM14.1 death rescue	Salmonella PhoP GFP	Rac1 GTP hydrolysis	RSV antiviral HEp-2	GPR35 antagonists	NS5 inhibitors
CC(=O)N1CCN(C(=O)CNc2cc(C(F)(F)F)ccc2OCC(F)(F)F)CC1	-3%	-2%	0.1%	2.1%	-1%	3%	0.8%	-5%	-5%
COc1ccccc1-c1nc(-c2ccc(C(=O)O)cc2)no1	·	8%	0.1%	·	-14%	6%	5.2%	·	-3%
COCCn1c(N2CCN(c3ccc(OC)cc3)CC2)nc2c1c(=O)[nH]c(=O)n2C	-9%	14%	0.6%	3.9%	5%	13%	3.9%	9%	-2%
O=C1CCCN1Cc1ncnn1-c1ccccc1	-8%	0%	-0.1%	-0.5%	-17%	7%	1.7%	10%	-4%
Cc1cc(C(=O)N/N=C/c2cccs2)no1	7%	-52%	-0.3%	-1.1%	18%	-4%	-0.1%	0%	-3%
Cc1sc2nc(CN3CCOCC3)nc(NS(=O)(=O)c3ccccc3)c2c1C	-9%	1%	0.9%	-3.2%	8%	3%	1.2%	7%	1%
CCn1c(SCC(=O)c2ccc(Cl)cc2)nnc1-c1cccs1	-1%	7%	-0.7%	-1.2%	-13%	6%	1.2%	-4%	-5%
CCOc1ccc2nc(NC(=O)CSc3nnnn3C3CCCCC3)sc2c1	8%	5%	-0.3%	0.5%	-5%	3%	4.4%	-4%	-4%
CC(=O)c1c(C)[nH]c(C(=O)NCc2ccc(C)cc2)c1C	-3%	8%	-0.5%	4.0%	-5%	11%	1.7%	-4%	-4%
c1ccc(Nc2ccccc2Nc2ccccn2)nc1	-1%	11%	1.0%	0.1%	-1%	2%	0.1%	-6%	1%
C=CCn1c(O)c(N=NC(=O)CNC(=O)/C=C/c2ccco2)c2ccccc21	2%	13%	-0.7%	-0.8%	-3%	14%	-0.4%	4%	-2%
CC1(C)CN(c2cccc(Br)c2)C1=O	2%	-4%	0.2%	-1.0%	3%	10%	4.1%	25%	-4%
CS(=O)(=O)Cc1ccc(C(=O)N(CCc2ccccc2)Cc2ccccc2)cc1	-2%	10%	-1.3%	·	9%	8%	3.7%	-4%	-8%
COc1ccc2nc(C)cc(SCC(=O)Nc3c(C)cc(C)cc3C)c2c1	-7%	1%	-1.0%	0.3%	15%	1%	-1.2%	9%	-1%

Bioassay records as filed in PubChem.

Compounds were not picked by outcome. About 1.5% of those tested had a hit in this group.
